# All columns: NCI-60 one-dose screen, growth in % after 48 h at 10 µM unless noted; 100 = growth as untreated, 0 = no growth, -100 = all killed.
# SK-OV-3: SK-OV-3 ovarian cancer cells | 80,000 tested, 3.2% active
# OVCAR-5: OVCAR-5 ovarian cancer | 82,000 tested, 2.9% active | AID 1794783
# OVCAR-4: OVCAR-4 ovarian cancer cells | 80,000 tested, 3.7% active | AID 1794784
# OVCAR-8: OVCAR-8 ovarian cancer | 81,000 tested, 4.4% active
# NCI-H522: NCI-H522 lung cancer; 78,000 tested, 8% active
# IGROV1: IGROV1 ovarian cancer; 79,000 tested, 4.7% active; AID 1794786
# OVCAR-3: OVCAR-3 ovarian cancer | 79,000 tested, 7% active
# NCI-H23: NCI-H23 lung cancer. 80,000 tested, 4% active. AID 1794731
# NCI/ADR-RES: NCI/ADR-RES ovarian cells | AID 1794790 | 81,000 tested, 4.4% active
# An asterisk follows results filed as active; · = not tested or not shown; & = joins results of further samples. Rule for the calls: active = growth percent below 10; inactive = the rest.
Structure,IGROV1,SK-OV-3,NCI-H23,OVCAR-3,OVCAR-5,OVCAR-4,OVCAR-8,NCI/ADR-RES,NCI-H522
CC(O)CN=Cc1ccccc1 (centres undefined),106,105,96,106,98,116,103,106,104
COc1ccc(/C=C2\N=C(Nc3ccccc3)N(NC(=O)CCl)C2=O)cc1,100,114,97,107,153,101,95,91,92
Cn1c(N2CCCCC2)nc(N)c(C=O)c1=O,93,104,92,103,89,95,90,99,88
CCOC(=O)C1(C(=O)OCC)CCCCC1=O,101,98,99,109,110,115,102,101,96
Fc1ccccc1Nc1n[nH]c(=S)s1,126,110,108,107,99,122,103,115,108
O=c1[nH]c2cc(Cl)ccc2n1C1CCN(c2ccc3nnc(Cl)n3n2)CC1,97,77,91,·,96,89,93,100,87
COc1cc(-c2ccc(NC(=O)CC(C)=O)c(OC)c2)ccc1NC(=O)CC(C)=O,112,101,96,110,98,·,95,95,95
Cc1ccccc1N=NC(C#N)C#N,103,121,93,98,94,99,114,101,103
CCCCC[C@H]1N=C(N)N[C@H]2CC[C@@H]1O2,103,101,93,117,94,101,85,103,95
O=C(CN1CCCCC1)N1c2cccc3cccc(c23)N(C(=O)CN2CCCCC2)C1c1cn(-c2ccccc2)nc1-c1cccc([N+](=O)[O-])c1,64,96,88,80,99,34,87,77,84
O=C1NC(=C(Cl)Cl)/C(=N/S(=O)(=O)N2CC(C(=O)O)C2)N1,105,113,·,122,99,112,106,106,102
CCCCCCCCCCCC(=O)Oc1ccc(O)cc1,108,107,94,112,115,104,91,91,39
COc1ccc(/C=C2\Oc3cc(C)c(Cl)cc3C2=O)cc1,103,·,101,112,107,93,104,106,93
O=C1c2c(O)cc(O)cc2O[C@@H](c2ccc(O)cc2)[C@@H]1c1c(O)cc(O)c2c(=O)cc(-c3ccc(O)c(O)c3)oc12,101,87,92,106,99,98,101,96,97
NS(=O)(=O)c1cc(Cl)cc(Cl)c1O,100,103,107,105,121,113,98,105,91
COc1ccc(C2=Cc3[nH][nH]c(=O)c3C(c3ccc(OC)cc3)C2)cc1 (centres undefined),95,76,86,95,98,100,91,96,84
COc1cc2ccnc(/C=N\O)c2cc1OC,114,116,102,102,93,85,93,·,110
Cc1ccc(C(=O)NN2C(=O)CSC2c2cccc(Oc3ccccc3)c2)cn1 (centres undefined),110,105,101,148,105,109,·,95,84
CC(C)(O)S(=O)(=O)O,·,106,104,114,101,92,112,107,105
CCCCCCN(N)C(=O)CC#N,97,102,101,101,111,94,111,104,79
CCOC(=O)c1cccnc1,109,117,108,125,112,117,109,109,86
CC(C)C(=O)Nc1cccc(Cl)c1,109,103,105,106,112,106,108,102,95
CC(C)(C)CC(C)(C)Nc1nc(NC(C)(C)CC(C)(C)C)nc(NC(C)(C)CC(C)(C)C)n1,89,107,78,91,107,80,87,89,81
Cc1cc(C)c2cc(N)c(Cl)nc2n1,108,92,107,107,101,96,99,105,81
CC1(C)CC[C@]2(C(=O)N3CCNCC3)CC[C@]3(C)C(=CC[C@@H]4[C@@]5(C)CC[C@H](O)C(C)(C)[C@@H]5CC[C@]43C)[C@@H]2C1,102,108,97,119,109,113,75,108,100
CS(=O)(=O)Nc1ccc(CC#N)cc1,108,109,105,111,104,102,108,·,92
O=C1CC(c2ccc(Cl)cc2)c2ncn(-c3cccc(Cl)c3)c2N1 (centres undefined),60,48,72,13,96,87,56,26,28
ClCC(Cl)C1CC2C=CC1C2 (centres undefined),111,102,103,104,107,109,123,101,92
CC(=O)OC(c1cc2c(cc1Br)OCO2)C(C)Br (centres undefined),93,87,91,99,99,103,96,107,76
CC1(C)CC[C@@]23CC[C@@]4(C)[C@]5(C)CC[C@H]6C(C)(C)C(=O)CC[C@]6(C)[C@H]5CC(=O)[C@]4(OC2=O)[C@@H]3C1,93,79,93,102,92,91,90,95,90
CC1(C)O[C@@H]2C(O)[C@@H]3OC(C)(C)O[C@H]3C(O)[C@@H]2O1 (some centres undefined),110,115,106,119,110,104,105,105,100
COc1cc2c(c(OC)c1OC)C1(NCC2)C(=O)Nc2ccccc21 (centres undefined),87,180,107,102,100,87,94,93,83
Nc1nc2c(nc(N)n2[C@@H]2O[C@H](CO)[C@@H](O)[C@H]2O)c(=O)[nH]1,107,·,108,111,101,102,106,104,95
CC(C)CC(C)NCC(C)O (centres undefined),107,108,103,104,112,112,100,102,95
N#Cc1ccc2c(c1)CN(c1ncc(Cc3cccc(-n4cccn4)c3)s1)CC2,73,75,51,75,93,47,63,57,40
Cc1ccc(C(C)C)cc1C(=O)C[n+]1ccccc1,99,98,113,101,91,101,·,107,82
COC(=O)[C@@H]1CCCN1C(=O)C1CCCN1C(=O)[C@@H](Cc1ccccc1)NC(=S)Nc1cc(C(F)(F)F)cc(C(F)(F)F)c1 (some centres undefined),78,105,62,54,96,69,69,65,53
OC(c1cc2ccc(C(F)(F)F)cc2c2cc(C(F)(F)F)ccc12)C1CCCCN1 (centres undefined),-84*,-100*,-96*,-100*,-99*,-100*,-64*,-85*,-88*
CC1(C)Oc2cc3oc(=O)ccc3c3c2C2C1CCC(C)(O3)C2O (centres undefined),105,102,98,·,104,98,107,106,85
O=c1c2cccc(F)c2sc2c(NCCCNCCO)nc3ccccc3c12,24,56,50,30,62,35,32,31,44
COc1ccc2c(c1OC)OCC2C (centres undefined),84,106,81,95,97,104,105,63,·
COc1ccc(Nc2nccc(Nc3ccc4[nH]ncc4c3)n2)cc1,51,52,40,49,52,33,9.4*,18,19
O=C(/C=C/C=C/c1ccccc1)c1ccccc1,90&100,136&109,89&102,96&109,95&107,97&101,105&98,89&110,83
Cc1cc(NC(=O)Nc2cc(F)ccc2F)no1,49,91,86,105,105,91,89,102,77
Cn1cnc2c(NCCO)ncnc21,109,106,98,106,104,105,105,106,89
O=[N+]([O-])c1ccc2[nH]ccc2c1,99,81,100,101,95,110,93,100,59
COc1cc(/C=C2\Oc3cc(OCC(=O)c4ccc([N+](=O)[O-])cc4)ccc3C2=O)cc(OC)c1OC,116,111,107,116,112,108,104,105,109
COc1ccc(OC)c(-c2nc(SCC(=O)c3ccc(Cl)cc3)[nH]c(=O)c2C#N)c1,98,82,100,98,88,101,104,103,93
COc1ccc2nc(Cl)c(-c3nc4ccccc4s3)cc2c1,83,94,90,98,107,89,93,103,96
C/C(=N/NC(=O)c1cc2ccccc2oc1=N)c1ccc(C)cc1,105,121,97,116,106,98,113,96,82
COc1ccc2c(c1)c(-c1nc(-c3c[nH]c4ccncc34)cs1)cn2C,-84*,106,46,-91*,-73*,-71*,-52*,-53*,-71*
O=C(Nc1cccc(-n2ccc3c(NC(=O)c4ccccc4)nccc32)c1)Nc1cc(C(F)(F)F)cc(C(F)(F)F)c1,6.9*,13,3.8*,-27*,28,44,-32*,-31*,-46*
CC(=O)c1c(C)nc2ccccc2c1/C=C/c1ccc(C(F)(F)F)cc1,73,85,61,81,85,57,81,55,56
S=c1oc(-c2cc(-c3ccccc3)nc3ccccc23)nn1CN1CCOCC1,112,104,104,103,120,114,·,102,88
COc1ccc(C(O)(CCC(C)C)C(CN2CCOCC2)c2ccc(Cl)cc2)cc1 (centres undefined),85,98,75,6.5*,103,85,67,29,-17*
COc1cc(NS(C)(=O)=O)ccc1Nc1c2ccc([N+](=O)[O-])cc2nc2c(C)cccc12,-2.5*,11,-0.1*,-13*,37,49,14,59,-26*
Cc1ccc(-c2nc(C#N)c(N3CCN(S(=O)(=O)c4ccc(C)cc4)CC3)o2)cc1,94,130,·,110,105,95,99,99,83
O=C(Nc1ccc(S(=O)(=O)Nc2ncccn2)cc1)c1ccc(-n2c(=O)[nH]c3ccccc3c2=O)cc1,104,92,96,111,100,112,106,103,93
Cc1c(C(=O)NCCN(C)C)n(C)c(=O)c2ccccc12,105,114,97,104,103,111,99,100,·
O=C(Nc1nc2ccccc2s1)c1cccs1,49,69,77,90,71,60,96,83,68

# The closing 6 compounds of the part above lead into the next.
Structure,IGROV1,SK-OV-3,NCI-H23,OVCAR-3,OVCAR-5,OVCAR-4,OVCAR-8,NCI/ADR-RES,NCI-H522
COc1ccc(C(O)(CCC(C)C)C(CN2CCOCC2)c2ccc(Cl)cc2)cc1 (centres undefined),85,98,75,6.5*,103,85,67,29,-17*
COc1cc(NS(C)(=O)=O)ccc1Nc1c2ccc([N+](=O)[O-])cc2nc2c(C)cccc12,-2.5*,11,-0.1*,-13*,37,49,14,59,-26*
Cc1ccc(-c2nc(C#N)c(N3CCN(S(=O)(=O)c4ccc(C)cc4)CC3)o2)cc1,94,130,·,110,105,95,99,99,83
O=C(Nc1ccc(S(=O)(=O)Nc2ncccn2)cc1)c1ccc(-n2c(=O)[nH]c3ccccc3c2=O)cc1,104,92,96,111,100,112,106,103,93
Cc1c(C(=O)NCCN(C)C)n(C)c(=O)c2ccccc12,105,114,97,104,103,111,99,100,·
O=C(Nc1nc2ccccc2s1)c1cccs1,49,69,77,90,71,60,96,83,68
N#CN1CCC[C@H]1C(=O)N1CCc2c(-c3[nH]nc4ncccc34)cccc21,17,-1.2*,4.9*,-32*,56,18,1.1*,8.4*,-52*
COC(=O)C1=C(C(=O)ONCCN(C)C)C2C=CC1(C(Cc1ccccc1)Nc1ccc(F)cc1)O2 (centres undefined),92,104,92,40,100,94,98,102,19
COC(=O)CN(C(C)=O)c1ccccc1C(=O)OC,·,108,100,114,105,122,102,115,97
Cn1cc(/C=N/Nc2ccc(Br)cn2)c2ccccc21,105,113,98,110,115,108,108,97,94
COC(=O)[C@H]1[C@H](OC)[C@@H](OC(=O)/C=C/c2ccncc2)CC2CN3CCc4c([nH]c5cc(OC)ccc45)[C@@H]3C[C@@H]21 (some centres undefined),85,89,97,90,106,61,81,82,72
COC(=O)c1ccccc1NC(=O)Nc1ccc(Cl)cc1,97,97,102,115,92,87,107,102,64
Cc1ccc(S(=O)(=O)Nc2cc(C)nc3ccccc23)cc1,81,77,82,86,83,74,82,73,80
Cc1cc(O)c(C(C)C)cc1NC(=O)Nc1ccc(Cl)cc1,90,91,85,98,97,80,100,80,66
Cc1ccc(-n2nnc(C(=O)O)c2C2CCCO2)cc1 (centres undefined),108,87,99,102,98,94,93,100,70
Cn1c(=O)ccc2c(=O)c3c(ccc4ccccc43)oc21,83,109,·,109,114,105,100,113,99
NC(=O)OCC(N)C(=O)O (centres undefined),·,106,99,119,102,·,107,109,108
O=C(O)c1cccc2c1Cc1ccccc1-2,102,100,97,108,102,101,110,102,81
Cc1ccc(/C=C/CC(=O)Nc2ccc(C(=O)Nc3ccc(F)cc3N)cc2)cn1,65,·,69,79,56,62,48,90,30
O=C(N/N=C/c1ccc(Cl)cc1Cl)c1ccccc1,94,99,91,98,87,96,99,108,83
CN(C)c1ccc(/C=N\NC(=O)c2ccc3nc(-c4ccc(Cl)cc4)[nH]c3c2)cc1,40,98,61,71,89,36,51,77,96
Cc1ccc(S(=O)(=O)CC(=O)c2cc3cc(Br)ccc3o2)cc1,100,·,95,112,97,·,104,103,92
COC(=O)C1(C2CCCCCCC2=O)NC(=S)NC(=O)C1C#N (centres undefined),109,132,105,109,106,111,108,105,104
COc1cc(-n2cc(C#N)c(N)c2C(=O)c2ccc(F)cc2)cc(OC)c1OC,106,125,103,109,100,111,96,99,89
CC(C)CCCCc1c[nH]c(=O)[nH]c1=O,99,87,106,106,111,106,101,101,·
COc1ccc(/C=N/N=C(\C)c2nnn(-c3ccc([N+](=O)[O-])cc3)c2C)cc1OC,107,114,102,·,96,104,102,101,96
COc1ccc(NC(=O)c2sc3nc4c(cc3c2N)CCCC4)cc1,54,39,28,11,79,57,25,5.5*,-21*
Oc1cc(O)c(CN2CCOCC2)cc1CN1CCOCC1,103&106,100&97,112&108,105&110,95&120,117&110,98&106,103&114,101&89
CC1(C)CC[C@]23CC[C@]4(C)[C@H](CC[C@@H]5[C@@]6(C)C/C(=C/c7ccccn7)C(=O)C(C)(C)[C@@H]6CC[C@]54C)[C@H]2[C@H]1OC3,102,87,97,95,93,94,97,101,92
O=C(c1ccccc1)C(O)C(Br)(CBr)c1ccccc1 (centres undefined),91,114,75,90,100,91,93,92,-31*
O=C(Cn1ccc(=O)[nH]c1=O)Nc1nccs1,114,·,97,113,110,·,101,102,81
COC(=O)c1cccc2ccccc12,106,91,99,114,107,112,94,109,76
OC(c1ccccc1)(c1ccccc1)C1CC1c1ccncc1 (centres undefined),·,108,90,99,104,93,94,102,82
Cc1ccc(N2CCN(C(N)=S)CC2)cc1Cl,98,93,93,105,91,109,104,102,63
Cc1ccccc1OCCSc1nc2ccc(NC(=O)c3cccs3)cc2s1,131,99,86,90,110,95,84,74,77
O=C(C1C(O)CC2c3ccccc3N(Cc3ccccc3)C21)N1CCCCC1 (centres undefined),102,137,113,118,108,100,101,104,100

# Random excerpt: three records from the list, in no set order.
Structure,IGROV1,SK-OV-3,NCI-H23,OVCAR-3,OVCAR-5,OVCAR-4,OVCAR-8,NCI/ADR-RES,NCI-H522
COc1ccc2c(c1OC)OCC2C (centres undefined),84,106,81,95,97,104,105,63,·
NC(=O)OCC(N)C(=O)O (centres undefined),·,106,99,119,102,·,107,109,108
COc1ccc(/C=C2\N=C(Nc3ccccc3)N(NC(=O)CCl)C2=O)cc1,100,114,97,107,153,101,95,91,92

# Screening data from PubChem.
